All columns: NCI-60 one-dose screen, growth in % after 48 h at 10 µM unless noted; 100 = growth as untreated, 0 = no growth, -100 = all killed.
T-47D – T-47D breast cancer. 5% of 79,000 active. AID 1794792
MDA-MB-468 – MDA-MB-468 breast cancer; 8.5% of 78,000 active
LOX IMVI – LOX IMVI melanoma | 7.4% of 79,000 active | AID 1794757
SK-MEL-28 – SK-MEL-28 melanoma; 4.1% of 81,000 active; AID 1794761
MDA-MB-231 – MDA-MB-231 breast cancer; 5% of 81,000 active; AID 1794789
BT-549 – BT-549 breast cancer. 4.4% of 78,000 active. AID 1794793
HS 578T – HS 578T breast cancer | AID 1794788 | 4.1% of 78,000 active
MCF7 – MCF7 breast cancer. AID 1794796. 6.3% of 82,000 active
* = called active by the depositor; . = not tested or not shown; & = joins results of further samples; ! = not active in a repeat. Rule for the calls: active = growth percent below 10; inactive = the rest.

Start of the data: the first 2 compounds, to show the layout:
Structure	SK-MEL-28	BT-549	HS 578T	T-47D	LOX IMVI	MDA-MB-468	MDA-MB-231	MCF7
CCCCCCCC/C=C\CCCCCCCC(=O)OCCCCCC	122	114	105	102	99	96	136	105
C=C1[C@]2(C)CC3[C@@]4(C)CC[C@H](O)C(C)(C)C4CC[C@@]3(C)[C@@]1(C(=O)OC)CC(C)C2=O (stereo partly drawn)	114	113	102	88	97	89	94	95

This part in full, repeating the preview:
Structure	SK-MEL-28	BT-549	HS 578T	T-47D	LOX IMVI	MDA-MB-468	MDA-MB-231	MCF7
CCCCCCCC/C=C\CCCCCCCC(=O)OCCCCCC	122	114	105	102	99	96	136	105
C=C1[C@]2(C)CC3[C@@]4(C)CC[C@H](O)C(C)(C)C4CC[C@@]3(C)[C@@]1(C(=O)OC)CC(C)C2=O (stereo partly drawn)	114	113	102	88	97	89	94	95
C=CCNCCC#N	106	105	.	96	59	98	119	100
O=C(O)c1ccc(-n2cc(CNc3ccccc3)c(-c3ccc(F)cc3)n2)cc1	79	92	75	75	75	90	91	54
Nc1nc(=O)n([C@H]2CC=C(CO)O2)cc1F	105	114	84	99	93	106	101	96
COc1ccccc1CNC1CCCCC1	108	103	.	110	103	103	102	87
O=C(O)/C(=C\c1cc2c(cc1[N+](=O)[O-])OCO2)c1cc2c(cc1Br)OCO2	93	114	112	100	104	.	96	91
C=C(C)[C@@H]1CC[C@]2(C(=O)OC)CC[C@]3(C)[C@H](CC[C@@H]4[C@@]5(C)C/C(=C/c6ccccc6)C(=O)C(C)(C)[C@@H]5CC[C@]43C)[C@@H]12	105	101	105	96	.	105	99	96
Cc1cc(=O)n(C(=S)Nc2cccc(Cl)c2)c2cc(O)ccc12	116	112	97	87	94	111	89	88
COc1ccc(/C=N/NC(=S)NC23CC4CC(CC(C4)C2)C3)cc1OC	101	93	109	96	96	94	79	79
CCCCCCCc1nc(C#N)c(NCc2ccc(C)cc2)o1	108	102	97	91	94	112	112	97
CNC(=O)OC/C=C/c1ccccc1	112	102	98	88	101	92	115	104
COc1ccc2nc(C#N)ccc2c1	117	106	99	106	101	95	115	94
CC(C)=C[C@@H]1CC2Cc3ccccc3N1O2 (stereo partly drawn)	114	100	101	98	100	97	100	101
COc1cc(CO)cc(OC)c1OC	128	109	110	106	99	92	108	.
Nc1nc(N)c2c(n1)NC(c1ccc3c(c1)OCO3)CC(c1cccc(Nc3ccncc3)c1)=N2 (stereo not drawn)	108	117	81	89	48	63	94	63
CCCCOC(C)OCc1ccc2c(c1)OCO2 (stereo not drawn)	107	94	105	.	98	100	105	104
C/C(=C(/c1ccc(O)cc1)c1ccc(OCCN2CCCC2)cc1)c1ccc(Cl)cc1	-70*	90	48	25	-19*	13	41	5.6*
O=C(O)COc1ccccc1O	108	102	110	90	98	90	105	90
CC(=O)OCC(OC(C)=O)C(OC(C)=O)C(OC(C)=O)C(COC(C)=O)OC(C)=O (stereo not drawn)	108	90	100	.	99	98	.	90
O=C1c2ccccc2C(=O)N1Cc1ccccc1	110	110	109	93	96	110	96	95
O=C(Nc1ccccc1)Nc1ccc(Nc2ncnc3sc4c(c23)CCOC4)cc1	81	59	.	14	60	74	76	44
NC1N=C(Nc2ccccc2)N=CC(c2cc3ccccc3oc2=O)=N1 (stereo not drawn)	99	93	94	70	89	92	83	87
COc1ccc(C(C)c2cc3c(cc2OCC(=O)O)OCO3)cc1 (stereo not drawn)	120	99	136	96	96	96	117	101
Cc1ccc2c(c1C)N1OC(C2)C[C@H]1c1cccc2ccccc12 (stereo partly drawn)	106	104	91	94	84	103	94	80
N#CC1=C(N)Oc2c(ccc3ccccc23)C1c1ccc([N+](=O)[O-])cc1 (stereo not drawn)	89	83	88	75	59	90	61	52
COc1cc2ccnc(C=O)c2cc1OC	80	56	93	61	42	83	75	24
Cc1ccc2c(n1)C(=O)C(Cl)=C(Nc1cccc(C(=O)OC(C)(C)C)c1)C2=O	103	102	102	59	9.0*	-58*	74	53
N#C/C(=C\c1ccc(-c2ccc(F)cc2)o1)C(=O)c1c[nH]c2ccccc12	104	101	86	81	93	96	88	75
O=C1Cc2c(sc3c(F)cccc23)C(c2ccccc2[N+](=O)[O-])N1 (stereo not drawn)	120	100	.	79	98	87	85	81
O=C1Nc2ccc(Cl)cc2/C1=N\c1nnc(-c2ccc(Cl)cc2)o1	87	85	105	84	80	76	76	70
C/C(=C(\c1ccc(OCCN2CCCCCC2)cc1)c1ccc(OC(=O)Cc2ccccc2)cc1)c1ccc(Cl)cc1	-27*	68	23	10	-95*	-4.0*	35	3.8*
COc1cc(NC(=O)CCl)ccc(=O)c1	85	59	72	67	49	76	59	57
NCCCNc1nc(-c2cccnc2)nc2sc3c(c12)CCCCC3	104	103	105	91	77	117	92	92
COc1ccc(/C(C#N)=C/c2cccnc2)cc1	117	138	109	95	115	103	99	94
CCCCCCCCCCCCCCCCCCSC(=N)N	93	104	100	90	53	68	29	52
O=C1CC2(CCCC2)CC(=O)N1CCCCN1CCN(c2ncccn2)CC1	106	93	118	87	106	108	113	102
Cc1nc2sc3c(c2c(C)c1Br)NC(c1ccc(F)cc1)NC3=O (stereo not drawn)	117	94	87	77	95	80	87	75
C/C(=N\C(=N)N)c1nc2ccccc2n1CCBr	111	108	111	109	88	119	90	80
CCOC(=O)C1=C(N)Oc2c(sc3c(F)cccc23)C1c1ccc(F)cc1 (stereo not drawn)	99	104	96	72	90	86	85	60
CCCCCC(=O)Oc1ccccc1OC	105	99	112	97	104	104	102	96
O=C1OC2Cc3cc(Cl)ccc3NC1C2 (stereo not drawn)	112	100	100	89	100	99	111	94
COCCc1nn[nH]n1	104	116	106	109	106	104	120	91
COc1ccc2nc(Cl)c(Cn3nnnc3Cc3ccccc3)cc2c1	83	62	65	61	77	70	64	85
CC(=O)O[C@H]1CC[C@]2(C)C3=CC[C@]4(C)[C@@H](C(C)=O)CC[C@H]4[C@@]34C=C[C@]2(C1)C1C(=O)OC(=O)C14 (stereo partly drawn)	129	117	152	98	94	.	110	99
CCC(Sc1ccccc1[N+](=O)[O-])[N+](=O)[O-] (stereo not drawn)	106	113	105	97	94	98	105	96
NC[C@@H]1O[C@H](O[C@@H]2[C@@H](CO)OC(O[C@@H]3[C@@H](O)[C@H](N)C[C@H](N)[C@H]3O[C@H]3O[C@H](CO)[C@@H](O)[C@H](O)[C@H]3N)[C@@H]2O)[C@H](N)[C@@H](O)[C@@H]1O (stereo partly drawn)	121	118	114	98	101	123	116	110
Cc1cc2nc(CC(=O)c3ccncc3)c(=O)[nH]c2cc1C	109	89	67	.	106	102	.	88
CC(=O)c1ccc(NC(=O)CCN2CCN(c3cc4c(cc3F)c(=O)c(C(=O)O)cn4C3CC3)CC2)cc1	107	99	102	92	94	99	106	100
CCOC(=O)c1[nH]n(-c2ccccc2)c(=O)c1/C=N/C(=S)Nc1ccccc1	109	102	93	98	97	107	99	102

Further compounds:
Structure	SK-MEL-28	BT-549	HS 578T	T-47D	LOX IMVI	MDA-MB-468	MDA-MB-231	MCF7
ClC(Cc1ccccc1)c1ccccc1 (stereo not drawn)	122	102	103	96	97	106	101	109
O=c1[nH]c(=O)n(C2OC(CO)C(O)C2O)cc1I (stereo not drawn)	110&106	108&143	98&108	100&105	92&99	123&102	111&109	107&89
Cn1ccc2c1CC1CN(C3CCCC3)C(=O)C1C2C(=O)O (stereo not drawn)	99	109	103	99	96	100	103	93
COc1ccc(C2NC(=O)c3cc4c(cc3N2)OCO4)cc1 (stereo not drawn)	40	59	16	65	40	-1.6*	31	18
N#CS/C=C/SC#N	106	108	105	94	97	105	108	96
COc1ccc(-c2[nH]ncc2-c2ccc(Cl)cc2)c(O)c1	102	90	84	81	84	77	72	93
CCC(CCC(C)C1CCC2C3CC=C4CC(OC(=O)CCC(=O)O)CCC4(C)C3CCC12C)C(C)C (stereo not drawn)	133	232	125	108	114	107	115	112
CNCc1c(C)c(C(C)(C)C)cc(C(C)(C)C)c1O	112	.	65	102	94	106	107	114
CC(=O)NNc1ccc2nnc(-c3ccc(Br)cc3)n2n1	106	90	102	84	100	97	94	88
COc1ccc(Cl)cc1NC(=O)c1cc2c(n1C)-c1nc(N)sc1CC2	93	81	96	61	91	81	112	62
CCN(CC)CCCC(C)Nc1ccccc1[N+](=O)[O-] (stereo not drawn)	107	96	.	101	98	105	105	92
O=C(N/N=C\c1ccc(Cl)cc1Cl)c1ccc2nc(-c3ccc([N+](=O)[O-])cc3)[nH]c2c1	102	97	97	96	99	108	77	80
COC1=CC(c2ccc[nH]2)=N/C1=C\c1[nH]c(C)c(C(=O)CCC(=O)NCCNC(=O)CC[C@H](NC(=O)c2ccc(NCc3cnc4nc(N)[nH]c(=O)c4n3)cc2)C(=O)O)c1C	67	96	109	92	42	79	91	82
O=C(Nc1ccc(Cl)cc1)c1cccnc1	105	101	106	98	104	104	118	88
CN(C)CCCC1(c2ccc(F)cc2)OCc2cc(-c3cncc4ccccc34)ccc21 (stereo not drawn)	-65*	77	28	56	19	-4.6*	38	24
CNc1cc(Nc2ccc(CC(=O)Nc3cccc(C(F)(F)F)c3)cc2)ncn1	105	84	87	69	88	91	105	63
O=C1NC(CCCl)C(=O)NC1CCCl (stereo not drawn)	113&106	116&101	109&110	107&96	92&94	105&115	116&99	93&99
COc1cccc(C2C3=C(COC3=O)N(CCO)c3cc4c(cc32)OCO4)c1 (stereo not drawn)	51	37	2.2*	49	54	-36*	35	15
C1=C(c2ccc(-c3ccccc3)cc2)Nc2ccccc2S1	107	110	93	70	91	110	87	72
Cc1c/c(=N\NC(=O)Nc2ccc(Cl)cc2)oc2cc(O)ccc12	98	93	108	90	99	90	113	107

Seven compounds from above, sorted by heavy-atom count, smallest number first.
Structure	SK-MEL-28	BT-549	HS 578T	T-47D	LOX IMVI	MDA-MB-468	MDA-MB-231	MCF7
O=C(Nc1ccc(Cl)cc1)c1cccnc1	105	101	106	98	104	104	118	88
CCN(CC)CCCC(C)Nc1ccccc1[N+](=O)[O-] (stereo not drawn)	107	96	.	101	98	105	105	92
C1=C(c2ccc(-c3ccccc3)cc2)Nc2ccccc2S1	107	110	93	70	91	110	87	72
Cc1c/c(=N\NC(=O)Nc2ccc(Cl)cc2)oc2cc(O)ccc12	98	93	108	90	99	90	113	107
CNc1cc(Nc2ccc(CC(=O)Nc3cccc(C(F)(F)F)c3)cc2)ncn1	105	84	87	69	88	91	105	63
O=C(N/N=C\c1ccc(Cl)cc1Cl)c1ccc2nc(-c3ccc([N+](=O)[O-])cc3)[nH]c2c1	102	97	97	96	99	108	77	80
COC1=CC(c2ccc[nH]2)=N/C1=C\c1[nH]c(C)c(C(=O)CCC(=O)NCCNC(=O)CC[C@H](NC(=O)c2ccc(NCc3cnc4nc(N)[nH]c(=O)c4n3)cc2)C(=O)O)c1C	67	96	109	92	42	79	91	82

(further entries)
Structure	SK-MEL-28	BT-549	HS 578T	T-47D	LOX IMVI	MDA-MB-468	MDA-MB-231	MCF7
CCN(CC)CCCC(CNc1ccnc2cc(Cl)ccc12)c1ccc(Cl)cc1 (stereo not drawn)	-86*	-11*!	22	-41*!	-13*	-70*	-58*!	-32*!
CCCNC1=CC(=O)c2ccccc2C1=O	111	99	116	89	98	93	85	87
Nc1ccc([N+](=O)[O-])cn1	106	95	98	82	95	111	100	98
Cc1c2n(c3ccccc13)Cc1cnnn1C(C(=O)c1ccc(Br)cc1)=C2	97	88	105	78	99	69	86	86
O=S(=O)(Nc1ccsc1-c1nc(-c2ccccc2)no1)c1ccc(Cl)s1	91	97	82	.	99	87	91	87
COc1ccc(S(=O)(=O)n2cc(C(=O)C(=O)Nc3ccncc3)c3ccccc32)cc1F	92	77	88	68	70	18	57	70
C=CCOC(=O)C1=C(C)NC2=C(C(=O)CC(C)(C)C2)C1c1cc(OC)ccc1OC (stereo not drawn)	107	103	88	92	105	103	94	98
O=C(C[n+]1ccc2ccccc2c1)c1ccc(Cl)cc1	108	96	100	67	86	95	79	90
CC1(C)C=C2[C@H]3CC[C@@H]4[C@@]5(C)CC[C@H](O)C(C)(C)[C@@H]5CC[C@@]4(C)[C@]3(C)CC[C@@]2(C(=O)n2ccnc2)CC1	78	84	89	50	78	63	75	69
COc1cc(/C=C/C(=O)c2ccc(NC(=O)CSc3nnc(-c4ccccc4)n3-c3ccccc3)cc2)cc(OC)c1OC	113	102	99	90	93	90	107	48
COc1ccc(OC)c(-c2cc(-c3ccccc3)c(C#N)c(SCc3ccccc3)n2)c1	88	90	72	60	73	81	66	67
O=c1[nH]cc(I)cc1I	104	.	111	97	106	106	106	102
O=S1(=O)N=C2Sc3ccccc3N2c2ccncc21	114	109	121	117	108	.	111	108
CCSC(=Nc1ccc(C)cc1)NC(=O)c1cccs1	123	91	96	86	97	90	92	78
S=C1CCCC(=S)N1	106	102	100	.	97	100	113	105
COc1ccc(-c2ccc3c(=O)n(C)c(SC)nc3n2)cc1	110	100	134	86	98	.	106	78
O=C(O)c1cn(C2CC2)c2cc(N3CCN(S(=O)(=O)c4ccc(Cl)cc4)CC3)c(F)cc2c1=O	103	84	93	91	88	.	97	95
OCCNc1ncnc2cc(Cl)ccc12	111	98	93	108	89	87	90	87
[Cl][Ru].c1ccc(-c2cc(-c3ccccn3)nc(-c3ccccn3)c2)cc1.c1ccc(-c2ccnc3c2ccc2c(-c4ccccc4)ccnc23)cc1	-73*	-95*	-15*	-11*	-71*	-66*	-48*	-28*
Oc1ccccc1C=Nc1ccc(N=Cc2ccccc2O)cc1	104&108	88&101	101&107	93	96&92	103&111	101	94&93

High-throughput results deposited in PubChem by NCI.
